# Rv3671c protease: Rv3671c (M. tuberculosis) protease inhibition | P9WHR9 | inhibition, % at 5.96 µM | hit rate 0.048% among 320,000 | AID 2606; in the data active = inhibition above about 38%;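 also: extracellular domain of Rv3671c used as enzyme; 0% = enzyme with DMSO and 100% = no enzyme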
# UGM FP inh: Mtb UDP-galactopyranose mutase inhibition. P9WIQ1. purified UGM, fluorescence polarization probe displacement. inhibition, % at 10 µM. hit rate 0.06% among 320,000. AID 504406; in the data active = inhibition above about 10%, passing the limit was not always enough
# Target sequence (P9WIQ1 whole entry, looked up): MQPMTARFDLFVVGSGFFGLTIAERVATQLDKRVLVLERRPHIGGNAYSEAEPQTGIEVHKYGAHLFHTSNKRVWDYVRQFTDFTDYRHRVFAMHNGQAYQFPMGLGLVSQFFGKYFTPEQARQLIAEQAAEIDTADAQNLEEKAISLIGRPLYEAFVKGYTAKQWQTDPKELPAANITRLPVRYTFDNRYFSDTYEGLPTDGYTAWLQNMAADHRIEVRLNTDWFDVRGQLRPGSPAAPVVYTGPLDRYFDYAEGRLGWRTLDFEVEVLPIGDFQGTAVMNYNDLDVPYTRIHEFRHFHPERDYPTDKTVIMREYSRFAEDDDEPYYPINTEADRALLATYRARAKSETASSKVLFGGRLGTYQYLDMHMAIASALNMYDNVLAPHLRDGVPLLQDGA
# SARS 3CLpro inh: SARS-CoV 3CLpro protease inhibition; hit rate 0.14% among 290,000; inhibition, % at 6 µM; P0C6X7; recombinant SARS-CoV 3CLpro, quenched FRET peptide cleavage; in the data active = inhibition above about 12%
# MazF activator: MazEF (E. coli) toxin RNase activation; FAM/BHQ RNA-DNA oligo cleavage fluorescence, 5 h; activation, % at 20 µM; P0AE70; hit rate 0.32% among 350,000; AID 504720; in the data active = activation above about 50%
# BioA inh: inhibitors of Mycobacterium tuberculosis BioA enzyme; purified M. tuberculosis BioA enzyme, plate reader; hit rate 0.096% among 360,000; inhibition, % at 9.99 µM; AID 602481; in the data active = inhibition above about 40%
# FBA Mtb inh: inhibits M. tuberculosis FBA enzyme; hit rate 2.3% among 360,000; purified M. tuberculosis FBA, fluorescence read-out; P9WQA3; inhibition, % at 1 µM; AID 588726; in the data active = inhibition above about 27%;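 also: 0% = vehicle and 100% = reference inhibitor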
# Target sequence (P9WQA3 whole entry, looked up): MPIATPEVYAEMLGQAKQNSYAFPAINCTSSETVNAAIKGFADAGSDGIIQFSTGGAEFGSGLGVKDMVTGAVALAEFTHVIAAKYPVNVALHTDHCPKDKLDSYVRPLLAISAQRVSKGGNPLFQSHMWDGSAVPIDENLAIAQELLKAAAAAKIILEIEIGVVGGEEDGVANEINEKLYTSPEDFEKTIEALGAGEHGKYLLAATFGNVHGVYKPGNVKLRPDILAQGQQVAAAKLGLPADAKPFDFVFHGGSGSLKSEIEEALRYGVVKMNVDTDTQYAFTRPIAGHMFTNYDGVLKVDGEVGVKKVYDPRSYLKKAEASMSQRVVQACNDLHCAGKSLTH
# Vc quorum ag: induces V. cholerae light production without autoinducers. V. cholerae BH1578 lux reporter, luminescence, 6 h. activation, % at 18.7 µM. hit rate 0.16% among 350,000; in the data active = activation mostly above about 9.7%, no sharp cut-off; also: not every result past the cut was called active; inactives centre near 0; reference of the scale not given here
# PriA SSB inh: inhibitors of Klebsiella pneumoniae PriA binding to SSB C-terminal tail; AlphaScreen SSBct-PriA binding, biotinylated peptide; inhibition, % at 33 µM; hit rate 0.6% among 430,000; in the data active = inhibition mostly above about 37%, no sharp cut-off; inactive = mostly below about 20%;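 also: plate controls were negative control peptide for no effect and reference peptide for full effect; strong numbers were not always called active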
# VHR inh abs: blocks human VHR1 dual specificity phosphatase | recombinant VHR phosphatase, pNPP absorbance | hit rate 0.52% among 290,000 | AID 1654 | inhibition, % at 13.3 µM | P51452; in the data active = inhibition above about 50%; also: some compounds called inactive have numbers as strong as hits
# Target sequence (P51452 whole entry, looked up): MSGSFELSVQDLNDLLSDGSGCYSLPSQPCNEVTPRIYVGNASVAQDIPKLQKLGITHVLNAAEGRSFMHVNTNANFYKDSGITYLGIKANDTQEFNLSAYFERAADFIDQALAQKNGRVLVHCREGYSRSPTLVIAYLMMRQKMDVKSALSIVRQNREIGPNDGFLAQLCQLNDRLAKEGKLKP
# GDH-TPI counter: inhibits GDH-TPI coupling enzymes, artifact for Mtb FBA screen; GDH-TPI coupled enzyme counterscreen, NADH absorbance; inhibition, % at 4.8 µM; hit rate 1.2% among 360,000; AID 588335; in the data active = inhibition above about 30%;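 also: 0% = DMSO wells and 100% = wells lacking the enzyme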
# Starred values were filed as active, the others as inactive; i = inactive; / = not tested or not shown; & = joins results of further samples. Only part of the results is shown; rates above refer to the full screens.
SMILES,Rv3671c protease,UGM FP inh,SARS 3CLpro inh,MazF activator,BioA inh,FBA Mtb inh,Vc quorum ag,PriA SSB inh,VHR inh abs,GDH-TPI counter
CC(O)(c1cccnc1)c1nc(-c2ccc3c(c2)OCO3)cs1 (centres undefined),/,/,/,/,2.8,-2.0,i,/,/,3.5
Cc1ccc(NC(=O)[C@@H]2CCCN2S(=O)(=O)c2ccc(Cl)cc2)cc1,-0.4,1.1,/,14.4,-0.8,-4.5,i,-14.6,/,-5.1
Cn1c(-c2ccc3c(c2)OCO3)cnc1NCc1cccc(O)c1,2.3,0.3,1.0,6.1,/,1.2,-0.2,5.7,25.2,1.9
Cc1onc(-c2ccccc2)c1C(=O)NNC(=O)c1ccccc1,-0.4,/,/,2.9,0.0,2.6,-0.3,-4.1,/,6.6
NS(=O)(=O)c1ccc(N2C(=O)C3CC=CCC3C2=O)cc1 (centres undefined),-0.3,-1.1,-3.5,5.4,/,-1.4,i,7.4,32.0,-5.1
CCc1nc2ccc(C(=O)Nc3cc(-c4ccccc4)ccc3OC)cn2c1N(CCN(C)C)CC1CC1,/,/,/,/,0.1,-1.6,-0.8,/,/,-6.4
CCOc1ccc(CCNC(=O)c2ccc(C)c(NC3=NC4CS(=O)(=O)CC4S3)c2)cc1 (centres undefined),-0.2,1.9,-0.8,-2.8,-1.0,2.1,-0.3,-7.5,1.8,-1.5
CCN(CC)S(=O)(=O)c1cccc(NC(=O)COC(=O)CNC(=O)c2cccc(F)c2)c1,-8.5,3.5,-3.7,11.7,/,-6.4,i,-19.2,28.5,-4.2
CCCNC(=O)COC(=O)/C=C/c1ccc2c(c1)OCO2,5.5,2.5,1.9,-2.3,/,9.6,-0.3,-2.4,-0.1,17.2
CN(C)CCNC(=S)Nc1ccc(-c2nc3ccccc3[nH]2)cc1,-3.5,5.3,0.7,4.6,-1.6,10.1,-0.3,-3.2,10.6,9.9
C#CCSc1nc(-c2ccccc2)cc(C(F)(F)F)c1C#N,-6.1,3.4,-2.1,-37.3,0.7,-0.9,-0.1,-8.2,-18.1,4.2
O=C(O)CCC(=O)NC(c1ccccc1)c1ccccc1,4.0,-0.2,5.7,-9.7,/,2.5,-0.2,-6.2,5.1,6.4
CC(C)c1nnc(NC(=O)c2ccc3c(c2)OCO3)s1,-1.2,0.9,-2.6,5.7,/,0.1,1.5,-19.5,32.9,-1.3
CCOc1ccc(NC(=O)C2CCC(N3C(=O)C4CC=CCC4C3=O)CC2)cc1 (centres undefined),-3.6,-1.1,-3.9,3.4,-2.2,-0.7,/,-11.2,-4.0,-2.5
O=C(CCc1ccc(S(=O)(=O)N2CCOCC2)cc1)NCCCN1CCCC1=O,6.3,2.8,0.7,-3.3,/,-1.9,-0.2,-14.2,25.3,2.9
CCCc1nc2ccccc2c(=O)n1/N=C/c1ccc(O)c(O)c1,-0.4,0.3,1.4,7.8,1.8,4.3,/,/,9.5,2.7
CSc1nnc(NC(=O)CCc2ccccc2)s1,-2.5,1.0,1.2,4.6,-1.6,0.0,-0.3,-18.0,0.2,5.3
CCOC(=O)CSc1ccc2nnc(CCNS(=O)(=O)c3ccccc3)n2n1,1.3,-0.8,1.2,7.7,/,4.7,-0.3,1.0,7.2,0.3
CS(=O)(=O)N1CCN(c2ccc([N+](=O)[O-])c(N3CCOCC3)c2)CC1,-3.3,-2.2,1.1,-14.4,-3.3,-8.0,5.9,4.1,16.5,18.9
CCS(=O)(=O)c1nc(S(=O)(=O)c2ccc(C)cc2)c(N2CCN(C)CC2)s1,1.2,-0.8,-1.9,3.3,0.2,-1.4,-0.9,-5.0,-22.8,6.5
Cc1ccc(NC(=O)COC(=O)c2ccc(CN3CCCC3=O)cc2)c(Cl)c1,3.4,-2.3,/,2.3,-2.4,-1.0,-0.6,-5.6,/,18.9
COc1ccccc1NC(=O)c1ccccc1N(Cc1ccccc1)S(C)(=O)=O,/,-1.7,5.2,3.3,-0.6,2.9,-0.6,1.4,3.5,25.2
O=C(Nc1csc([N+](=O)[O-])c1)Nc1c(Cl)cccc1Cl,-14.7,-3.0,3.0,2.2,7.3,0.1,-0.6,-10.6,-8.8,6.1
CCOC(=O)c1ccc(NC(=O)N2CCCCCC2)cc1,-7.0,0.8,-0.1,6.4,0.2,2.3,i,-6.7,7.7,-4.1
CS(=O)(=O)N(Cc1ccc(Cl)cc1)c1ccc(C(=O)N/N=C/c2cc3ccccc3nc2Cl)cc1,-17.4,-1.2,1.5,-0.2,-2.1,-0.7,-0.5,/,-6.7,-4.4
# Remaining list, next part
SMILES,Rv3671c protease,UGM FP inh,SARS 3CLpro inh,MazF activator,BioA inh,FBA Mtb inh,Vc quorum ag,PriA SSB inh,VHR inh abs,GDH-TPI counter
COc1ccc(OCC(O)Cn2c(Nc3ccccc3)nc3c2c(=O)n(C)c(=O)n3C)cc1 (centres undefined),-2.5,-0.7,-3.2,5.7,-0.3,1.2,0.8,-13.3,31.6,-6.4
O=C(NCc1ccco1)c1c[nH]c2ccc(S(=O)(=O)N3CCOCC3)cc2c1=O,/,/,-6.7,10.6,0.2,21.4,/,-9.8,4.8,21.6
CC1(C(=O)Nc2ccc3[nH]ncc3c2)CCN1C(=O)CCc1ccccc1 (centres undefined),/,/,/,/,1.9,-1.5,-0.5,/,/,-6.2
Cc1cc2c(c(Sc3ccccc3)n1)C(=O)OC2,6.4,2.6,-2.7,6.8,-3.8,-1.3,i,-6.8,13.5,7.6
NC(=O)c1c(NC(=O)c2ccccc2F)sc2c1CCCC2,-6.8,2.3,0.4,5.8,0.3,-0.9,i,3.7&-9.0,25.0,4.6
COC(=O)c1sc(S(=O)(=O)N2CCC(C(N)=O)CC2)c(C(=O)OC)c1C,-6.1,1.5,3.1,0.3,0.3,-8.5,i,-4.8,-2.0,-8.9
O=C(O)C1(Cc2nc3ccccc3[nH]2)CCCC1,-5.5,-3.3,2.5,-12.1,0.7,1.4,3.1,-2.5,24.1,0.4
COc1cc2c(cc1NC(=O)c1ccccc1F)CCCC2,-5.5,-0.9,4.6,1.7,/,1.1,-0.1,-45.6,-4.1,5.8
O=C(COC(=O)C12CC3CC(CC(O)(C3)C1)C2)Nc1ccc(Cl)cc1F,0.7,-0.1,/,4.6,7.1,0.3,-0.9,-5.5,/,3.5
C=CCn1c(SCC(=O)Nc2cc(C)on2)nc2sc(C)c(C)c2c1=O,-4.5,1.8,0.7,13.8,0.2,-0.1,-2.0,-6.9,3.0,7.6
Cc1ccc(C(=O)/C=C/Nc2ccccc2C(N)=O)o1,4.2,-0.8,-4.8,1.8,-3.4,31.8*,1.0,/,-10.5,20.0
C[C@@H](O)C1NC(=O)[C@H](CCCCN)NC(=O)c2cc([N+](=O)[O-])cc(I)c2NCCC[C@@H](C(N)=O)NC1=O (some centres undefined),-5.0,2.1,1.6,13.1,-1.2,2.8,-0.4,10.6,-30.0,14.7
CCCN(C(=O)c1cn(C)c(=O)c2ccccc12)c1ccccc1C,-1.4,-2.5,4.8,14.1,1.9,-2.6,-0.6,-4.9,6.0,2.1
O=C(NC1CONC1=O)OCC(Cl)(Cl)Cl (centres undefined),4.0,0.4,-1.9,-2.9,/,4.4,-0.2,-7.6,1.7,8.4
O=C(NCc1ccco1)C1CCCCN1S(=O)(=O)c1ccc(F)cc1 (centres undefined),4.7,0.6,-0.9,-3.5,-0.8,3.8,-0.2,2.8,1.5,-6.4
CC1CCC2(CC1)NC(=O)N(CC(=O)NC1CCCCC1C)C2=O (centres undefined),-3.3,-1.5,/,6.6,-0.6,2.0,i,-1.3,/,2.6
COc1ccc(C)c(-n2c(N)cc(=O)n(Cc3ccccc3)c2=O)c1,-5.1,-5.5,0.5,5.2,/,0.7,-0.6,-1.5,24.9,3.4
COc1cc(C(=O)Nc2nc(OC)c(-c3ccccc3)c(OC)n2)cc(OC)c1OC,-5.9,1.1,-2.0,-1.5,-3.4,4.0,i,-4.9,14.7,4.9
CC1=CC(=O)C=CC1(C)C(Cl)Cl (centres undefined),4.5,-1.7,5.9,0.9,-1.8,1.4,i,-2.7,-6.2,1.0
O=C(CSc1nnc(NC(=O)C2CC2)s1)NCc1ccco1,0.0,-0.8,-2.9,6.6,-2.9,0.4,-2.4,-7.8,-6.7,9.0
COCCN(CC(=O)Nc1cccc(C)c1)S(=O)(=O)c1ccc(S(=O)(=O)N2CCCC2)cc1,-1.6,2.6,-2.2,-10.7,-2.2,-3.3,/,-9.7,11.9,4.9
O=C(C[C@H]1C[C@H]2c3cc(NC(=O)CC4CC4)ccc3O[C@H]2[C@H](CO)O1)NCc1ccccc1F,/,/,/,-1.7,0.3,2.0,i,/,/,2.1
COC(=O)CSC(C(=O)Nc1ccc(C)c(C)c1)c1ccccc1 (centres undefined),-1.2,-1.5,9.4,-1.3,-1.9,-1.0,-12.5,-18.6,20.8,5.1
Cc1ccc2c(c1)C(=O)C(=O)N2CC(=O)Nc1ccccc1NC(=O)c1ccccn1,-6.0,-1.7,-0.1,3.9,0.9,-7.3,0.6,-8.3,12.7,-11.0
CCOC(=O)C1=C(C)N(CCC(=O)O)C(=O)NC1c1ccccc1Cl (centres undefined),3.9,-0.1,/,0.6,-1.5,2.1,i,0.6,/,-12.7
# Carrying on:
SMILES,Rv3671c protease,UGM FP inh,SARS 3CLpro inh,MazF activator,BioA inh,FBA Mtb inh,Vc quorum ag,PriA SSB inh,VHR inh abs,GDH-TPI counter
COc1ccc(C(=O)COC(=O)c2cc([N+](=O)[O-])ccc2N2CCOCC2)c(OC)c1,-7.9,0.4,/,0.8,-1.1,-2.8,i,0.3,/,12.2
N#Cc1c(NC(=O)c2ccc(Cn3cc(Br)cn3)o2)sc2c1CCCCCC2,-27.6,1.1,0.3,-6.0,-0.2,1.7,12.5,-11.1,-7.9,15.5
O=C(NC(C(=O)N/N=C/c1cc([N+](=O)[O-])ccc1O)c1n[nH]c(=O)c2ccccc12)c1ccccc1 (centres undefined),11.9,0.6,8.9,3.0,/,-3.1,-0.2,/,1.1,10.4
Nc1nnc(CCOc2ccc(Cl)cc2)s1,-4.6,2.2,2.1,6.4,-0.3,2.1,-0.4,-7.5,17.8,3.5
CC(=O)Nc1nc(SCc2cccc3ccccc23)n[nH]1,-7.5,0.4,-3.9,-0.1,2.1,0.1,-0.3,-1.9,20.6,-1.0
COc1ccc(-c2cc(C(=O)Nc3c(C)n(C)n(-c4ccccc4)c3=O)no2)cc1,-8.8,-0.9,3.0,-20.1,/,-3.0,-3.6,-9.0,9.8,6.0
NC(=O)c1ccc(NC(=O)CN2CCN(S(=O)(=O)c3ccc4ccccc4c3)CC2)cc1,-4.8,-2.0,/,1.0,5.7,0.3,i,-6.8,/,-7.0
N/C(=N\NC(=O)c1cccs1)c1cc2cc(Cl)ccc2oc1=O,4.9,1.8,0.1,-4.5,3.0,2.1,-0.4,/,18.8,20.0
CCOc1cc(/C=C2\C(=O)N(c3cccc(C(=O)O)c3)N=C2C(F)(F)F)ccc1OCC(=O)Nc1ccccc1OC,-1.2,0.9,6.0,/,/,/,/,/,-13.3,/
COC(=O)Cn1cc([N+](=O)[O-])nc1C,-1.0,0.4,-0.8,3.0,/,-2.1,-0.4,-5.7,16.3,1.0
COc1ccccc1NC(=O)c1ccc(S(=O)(=O)N(C)c2ccccc2)cc1,-16.8,/,/,-6.5,-0.5,2.5,i,/,/,3.5

# High-throughput results deposited in PubChem BioAssay by several laboratories.
